MEKK3 PB1 HTS: modulators of MEKK3-MEK5 PB1 binding, primary screen, biochemical, wildtype MEKK3, multiplex bead flow cytometry, Alexa488-MEK5. Mitogen-activated protein kinase kinase kinase 3 (Homo sapiens), Q99759. bead-based flow cytometry, Alexa488-MEK5 binding to MEKK3; actives lie on both sides; 0 = blocked by unlabeled MEK5, 100 = vehicle. binding response (% of control), % at 10 µM. 290,000 compounds, 1.4% hits;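 active = binding response more than 3 SD above or below the average of its plate-row segment, actives on both sides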;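 also: Alexa488 bead fluorescence after subtracting the streptavidin-only scavenger bead signal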
Target sequence (Q99759 whole entry, looked up): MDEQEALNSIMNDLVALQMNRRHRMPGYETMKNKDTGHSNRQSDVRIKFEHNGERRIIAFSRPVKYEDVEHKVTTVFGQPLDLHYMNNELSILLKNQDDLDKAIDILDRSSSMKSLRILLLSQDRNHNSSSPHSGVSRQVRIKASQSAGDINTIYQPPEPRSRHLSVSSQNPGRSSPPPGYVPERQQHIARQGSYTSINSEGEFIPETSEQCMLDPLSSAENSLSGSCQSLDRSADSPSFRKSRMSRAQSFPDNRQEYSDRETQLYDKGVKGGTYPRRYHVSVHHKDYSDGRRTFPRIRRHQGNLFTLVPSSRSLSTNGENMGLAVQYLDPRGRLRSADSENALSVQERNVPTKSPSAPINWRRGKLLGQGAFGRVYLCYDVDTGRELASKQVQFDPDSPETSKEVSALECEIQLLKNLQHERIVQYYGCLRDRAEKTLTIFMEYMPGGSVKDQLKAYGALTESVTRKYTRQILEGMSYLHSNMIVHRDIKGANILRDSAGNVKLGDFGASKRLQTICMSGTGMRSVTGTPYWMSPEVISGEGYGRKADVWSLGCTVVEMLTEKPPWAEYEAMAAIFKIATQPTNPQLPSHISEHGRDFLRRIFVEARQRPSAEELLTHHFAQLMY
UBC9 SUMO inh: inhibitors of in vitro SUMOylation cascade, primary screen, biochemical, HTRF, uHTS. inhibition, % at 35 µM. SUMO-conjugating enzyme UBC9 (Homo sapiens), P63279. HTRF SUMOylation assay, SAE1/SAE2 + UBC9. 290,000 compounds, 0.36% hits; in the data active = inhibition above about 50%, passing the limit was not always enough; also: strong numbers were not always called active
DNA FID counter: compounds displacing fluorescent DNA intercalator, primary screen, artefact control for HCV NS3 helicase inhibitor project, biochemical, FID fluorescence; inhibition, % at 7.9 µM; DNA fluorescent intercalator displacement; 290,000 compounds, 0.17% hits; in the data active = inhibition above about 37%;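 also: 0% = vehicle and 100% = reference compound; higher means more ethidium bromide displaced from hairpin DNA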
CRFR2-BP ag: agonists of CRF-BP/CRF-R2 complex, primary screen, cell-based, HEK293, calcium dye fluorescence, uHTS; calcium dye fluorescence (FLIPR); percent of saturating CRF peptide response; activation, % at 13.2 µM; 350,000 compounds, 0.46% hits;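 active = activation of at least 50%, plus an integration ratio under a set limit after plate pattern correction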;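 also: plate controls were neutral control wells without compound for no effect and CRF at EC100 for full effect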
MEKK2wt PB1 HTS: modulators of MEK5 binding to wildtype MEKK2, primary screen, biochemical, multiplex bead flow cytometry, Alexa488-MEK5. Mitogen-activated protein kinase kinase kinase 2 (Homo sapiens), Q9Y2U5. Alexa488-MEK5 binding to MEKK2 WT; actives lie on both sides. binding response (% of control), % at 10 µM. 290,000 compounds, 1.1% hits; in the data active = binding response below about 67% or above about 130%
CRFBP-R2 block: antagonists of CRF-BP/CRF-R2 complex, primary screen, cell-based, HEK293, calcium dye fluorescence, uHTS | CRF-induced calcium fluorescence | inhibition, % at 11.8 µM | 350,000 compounds, 0.59% hits;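 active = inhibition of the ligand-induced calcium signal above about 50% at the single tested concentration, limit read from the data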
GalR3 antag: GalR3 antagonists in HEK293 cells, primary screen, cell-based, fluorescence readout. HEK293 GalR3-CNG cAMP membrane potential fluorescence; galR3 body fused to GalR1 C-terminus. Galanin receptor type 3 (Homo sapiens), O60755. inhibition, % at 3 µM. 360,000 compounds, 0.44% hits. AID 651719, 2012;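 active = inhibition above the screen-wide average plus 3 SD, cut at about 13% in these data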;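 also: forskolin and galanin both at EC90 stimulate the cells; cAMP rise reported by CNG channel membrane potential dye signal; 0% = forskolin plus galanin with DMSO and 100% = forskolin alone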
Target sequence (O60755 1-299 limits assumed): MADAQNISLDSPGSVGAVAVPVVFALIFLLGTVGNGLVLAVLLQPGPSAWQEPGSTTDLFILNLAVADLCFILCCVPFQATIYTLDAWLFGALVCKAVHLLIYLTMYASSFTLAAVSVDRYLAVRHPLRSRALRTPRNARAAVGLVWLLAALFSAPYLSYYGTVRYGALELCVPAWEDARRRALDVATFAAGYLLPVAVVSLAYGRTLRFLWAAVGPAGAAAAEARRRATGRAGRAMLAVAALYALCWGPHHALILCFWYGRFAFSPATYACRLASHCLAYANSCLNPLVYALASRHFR
MEKK2 mut-MEK5: MEK5 binding signal on mutant MEKK2 PB1, primary screen, biochemical, multiplex bead flow cytometry, Alexa488-MEK5; Alexa488-MEK5 binding to MEKK2 mutant; percent response, % at 10 µM; 290,000 compounds, 0.35% hits; AID 1530, 2009; in the data active = percent response above about 24%, passing the limit was not always enough; also: inactives centre near 1; some results filed as inactive read as strong as hits
NS3 helicase inh: inhibitors of HCV NS3 helicase, primary screen, biochemical, Cy5 molecular beacon fluorescence; NS3 helicase DNA unwinding; 290,000 compounds, 0.56% hits; inhibition, % at 10.9 µM; Hepatitis C virus NS3 helicase; AID 1800, 2009;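 active = inhibition above the mean of all tested compounds plus 3 SD, set per campaign, cut at about 35% in these data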;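 also: 0% = DMSO wells and 100% = thioflavine S control wells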
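test system = hepatitis C virus NS3 helicase domain fragment enzyme | reagent = annealed dual-labelled DNA beacon duplex, ATP-started | times = 1 h at 25 °C | detection = Cy5 fluorescence, 0 and 60 min reads | read-out basis = percent inhibition from t60/t0 fluorescence ratio | control set = DMSO and thioflavine S | replication = one well per compound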
Numbers without * were called inactive; / = no result given. These rows are one share of the data (hit frequency here may not be typical).

SMILES	MEKK3 PB1 HTS	UBC9 SUMO inh	DNA FID counter	CRFR2-BP ag	MEKK2wt PB1 HTS	CRFBP-R2 block	GalR3 antag	MEKK2 mut-MEK5	NS3 helicase inh
CC(C)Oc1ccc(CNC(=O)Cn2c(=O)c3cccn3c3cccnc32)cc1	100.0	5.5	-35.5	-0.4	103.0	-3.8	-2.0	2.0	6.1
COC(=O)C1CCN(C(=O)COC(=O)c2ccc(OC)c(S(=O)(=O)N3CCCc4ccccc43)c2)CC1	96.0	-0.1	-34.9	-0.9	91.0	1.8	-9.7	-8.0	-13.4
O=C(O)CC1S/C(=N\N=C/c2ccccc2O)N(c2ccc(O)cc2)C1=O (centres undefined)	98.0	8.4	-27.8	-0.9	98.0	2.1	-1.1	2.0	3.0
CCn1c(COc2ccc(=O)n(-c3ccccc3)n2)nnc1SCc1ccccc1	102.0	-8.3	-26.1	-1.2	103.0	-3.0	-0.9	1.0	-0.9
Cn1c2ccccc2c(=O)c2ccc(C#Cc3ccccn3)cc21	94.0	-12.4	-6.7	1.4	90.0	3.0	-3.2	-7.0	4.1
C=CCOc1c(Br)cc(/C=N/NC(N)=O)cc1OC	105.0	-16.6	-13.6	-1.1	103.0	12.2	13.2*	4.0	-6.3
Cc1cc(Nc2ccc3c(c2)OCCO3)c2cc(Cl)ccc2n1	89.0	4.8	22.4	-0.2	102.0	10.1	-6.2	-3.0	-11.4
COc1ccc(N=Cc2c(O)ccc3ccccc23)cc1	111.0	2.2	0.6	12.8	98.0	-42.5	0.2	-7.0	0.9
COc1ccc(C(=O)COC(=O)CCN2C(=O)C3C4C=CC(C5CC45)C3C2=O)cc1 (centres undefined)	101.0	5.3	-50.3	0.3	102.0	14.5	0.5	3.0	6.6
COc1ccc(C(=O)Nc2ccc(F)cc2F)cc1	104.0	1.7	-0.3	0.3	99.0	-3.7	1.7	3.0	-13.7
Cc1ncoc1C(=O)N1CCCC(C(=O)Nc2cccc(-c3ccc(F)cc3)c2)C1 (centres undefined)	96.0	-1.6	-28.9	-1.5	97.0	6.3	-2.3	4.0	-20.4
Cc1ncsc1C(=O)NCc1ccc(N2CCCC2=O)cc1	101.0	-1.5	-3.5	-0.2	104.0	21.4	2.5	2.0	5.8
CCCCCn1c(CNC(C)=O)nc2ccccc21	107.0	-15.2	-17.4	1.6	105.0	1.7	0.0	2.0	3.9
O=C(Nc1ccc(NC(=O)C2CC2)nc1)c1cnccn1	106.0	17.5	-1.0	-0.5	105.0	7.9	-1.6	-4.0	-13.3
Fc1ccc2[nH]c3c(Cl)ncnc3c2c1	97.0	20.8	7.0	0.6	88.0	15.6	-6.9	-10.0	4.7
Cc1nn(CC(=O)c2ccccc2Cl)c(C)c1[N+](=O)[O-]	104.0	-5.4	-2.4	-0.2	98.0	-2.1	6.5	-4.0	7.7
CCN(CC)CCCNC(=O)CCC(=O)NNc1nc2ccccc2c2nc(C)nn12	93.0	-3.3	-14.5	-1.4	89.0	-41.1	-0.5	-15.0	5.7
Cc1ccc(N(C(=O)C2CCCO2)C2C=CS(=O)(=O)C2)cc1Cl (centres undefined)	100.0	2.7	-0.6	-0.9	97.0	21.0	-8.2	2.0	1.0
CCN(CCCNC(=O)COc1cc(=O)n(CC)c2ccccc12)c1ccccc1	/	-3.6	-28.9	-3.2	/	6.3	-4.7	/	-9.2
O=C1OC(c2ccccc2)=C/C1=C/N1CCCCC1	102.0	35.8	-4.5	-2.4	101.0	-2.8	-3.1	0.0	6.7
COc1ccc(CCNC(=O)CCOc2ccc(C(C)(C)C)cc2)cc1OC	103.0	5.8	-42.2	0.2	100.0	-0.6	-2.9	4.0	-4.3
CCN(CC)P(=O)(Nc1ccc([N+](=O)[O-])cc1)c1c(C)nn(CCC#N)c1NC(=O)c1ccc(Cl)cc1Cl (centres undefined)	/	-7.8	-3.3	-0.4	/	9.0	-6.7	/	-0.9
CCOc1ccccc1N(CC(=O)Nc1ccc2c(c1)OCO2)S(C)(=O)=O	79.0	-14.0	-9.7	-1.5	79.0	6.1	-4.1	-9.0	1.5
CN(C)C(CNC(=O)CN1C(=O)NC2(CCc3ccccc32)C1=O)c1ccco1 (centres undefined)	103.0	11.6	-0.3	0.3	107.0	4.5	-5.2	8.0	-2.6
CN(C)S(=O)(=O)n1cc(/C=C(\NC(=O)c2ccccc2F)C(=O)N2CCCC2)c2ccccc21	98.0	1.3	-43.4	0.1	97.0	-24.0	-5.0	5.0	-8.6
S=C(NNc1nc(Nc2ccccc2)nc(N2CCCCC2)n1)NC1CCCCC1	119.0	-61.3	-18.1	-3.6	107.0	-19.6	-5.9	-1.0	-63.1
CCc1nc(NCCN2CCOCC2)c(C#N)c2c1CCCC2	104.0	-18.7	4.6	1.1	97.0	-47.8	-7.0	2.0	-9.1
CCN(CC)S(=O)(=O)c1ccc(S(=O)(=O)N2CCCC(C(=O)NC3CC3)C2)cc1 (centres undefined)	104.0	18.5	-20.8	0.1	100.0	1.6	-6.8	0.0	1.6
CC1CCN(c2oc(-c3ccccc3Cl)nc2C#N)CC1	105.0	7.3	-10.0	1.9	105.0	-4.6	-2.4	5.0	-5.7
Cc1ccc(C(=O)NCC(=O)O)o1	102.0	10.9	0.8	-0.4	100.0	-0.3	-9.8	-3.0	15.1
Cc1cccc(C)c1N/C=C/c1onc(C)c1[N+](=O)[O-]	102.0	8.9	2.7	-1.6	102.0	-2.6	-2.9	2.0	-2.7
CCCN1CCN(CCCNC(=S)Nc2ccc3nc(N4CCN(CC)CC4)cc(C)c3c2)CC1	109.0	14.1	36.7*	-0.1	129.0	3.3	-1.4	15.0	15.3
Cc1cc(C)nc(N(C#N)Cc2ccc(Br)cc2)n1	98.0	3.2	-17.9	-2.3	99.0	20.3	-3.9	-1.0	-19.2
O=C(NC(=S)Nc1ccc2oc(-c3ccncc3)nc2c1)c1ccccc1F	78.0	13.6	-6.5	0.8	79.0	-31.4	-6.7	-7.0	-10.0
CCOC(=O)C1CCN(C(=O)c2ccccc2NC(=O)c2ccc(Cl)cc2)CC1	98.0	5.4	-24.5	-4.5	99.0	-23.6	-3.0	-1.0	6.1
Clc1cccc(-c2cc3nc4c(c(N5CCNCC5)n3n2)CCCC4)c1	103.0	11.6	7.9	/	107.0	/	/	14.0	-35.8
CN(CC(=O)Nc1ccc(Cl)c(Cl)c1)C(=O)C12CC3CC(CC(C3)C1)C2	99.0	-10.9	-6.5	-0.8	121.0	-45.5	-4.0	2.0	11.0
Cc1ccc(NC(=S)Nc2c(C)n(C)n(-c3ccccc3)c2=O)cc1	97.0	14.4	-14.3	-1.9	100.0	8.1	-4.2	2.0	6.4
Cc1[nH]c2ccc(C(=O)N3CCN(c4ccccc4Cl)CC3)cc2c1C	106.0	5.0	-44.6	-0.1	101.0	-13.7	-10.6	1.0	-10.6
O=C(c1ccco1)n1nc(-c2ccc(Cl)cc2)nc1NCc1ccco1	103.0	-8.5	-5.7	2.2	103.0	-24.6	-1.2	1.0	2.8
COC(=O)C(NC(=O)c1ccccc1Cl)(Nc1ncc(S(=O)(=O)c2ccc([N+](=O)[O-])cc2)s1)C(F)(F)F (centres undefined)	107.0	-10.8	-4.0	22.2	109.0	-16.1	-5.5	2.0	0.2
COc1cccc(C(=O)NC(=O)Nc2nc(C)cc(C(F)(F)F)n2)c1	101.0	4.1	-25.9	0.2	102.0	5.7	-9.6	0.0	2.9
CCOC(=O)C1CCCN(C(=O)COC(=O)C2=COCCO2)C1 (centres undefined)	100.0	2.8	-8.9	0.3	109.0	2.5	0.9	6.0	15.6
CCc1nnc(NS(=O)(=O)c2ccc(NC(=S)NC(=O)/C=C/c3cccs3)cc2)s1	81.0	24.9	-17.8	1.4	73.0	21.3	-3.4	-13.0	-16.6
COc1ccc(C(=O)NC(=S)NNC(=O)Cc2cccs2)cc1	97.0	-17.5	-10.9	24.6	91.0	-19.1	-2.9	-9.0	9.6
CCC(Sc1nccn1C)C(=O)Nc1ccc(Cl)cn1 (centres undefined)	101.0	14.8	-4.2	1.4	97.0	3.7	1.8	-3.0	8.0
COc1ccc(/C=N/Nc2nc(C(=O)O)cs2)cc1	102.0	-9.1	-26.4	-1.3	102.0	-3.0	-9.5	2.0	8.1
CC1CCCN(Cc2c(O)ccc3c(=O)c(-c4nc5ccccc5s4)c(N)oc23)C1 (centres undefined)	111.0	-24.0	27.3	2.9	161.0*	-19.8	-6.1	25.0	-105.0

High-throughput results from PubChem.
